# Bioassay records (PubChem BioAssay)
# HPDE-C7 viability: HPDE-C7 pancreatic duct cell viability loss – fluorescence, HTS (AID 430) | HPDE-C7 pancreatic duct cells viability, fluorescence; higher % means a stronger effect | cytotoxicity, % at 10 µM; hits with a dose series show EC50 in µM | 63,000 tested, 1.8% active;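 note: cells exposed to compound for 48 hours before viability readout; 0% = vehicle and 100% = reference cytotoxic drug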
# Alkaline phosphatase: inhibition of tissue-nonspecific alkaline phosphatase – biochemical, luminescent (AID 518); purified TNAP enzyme, luminescent substrate readout; higher % means a stronger effect; inhibition, % at 20 µM; hits with a dose series show IC50 in µM; 64,000 tested, 0.09% active; in the data active = a potency from the dose series; inactive = the rest, 99 in 100 with inhibition below about 22%;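 note: plate controls were vehicle for no effect and reference inhibitor for full effect; many of its hits are not listed in these tables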
# HPDE-C7K KRASV12: cytotoxicity in KRAS-transformed pancreatic duct cells, primary screen, cell-based, fluorescence, HTS (AID 431). 63,000 tested, 1.7% active. one-dose cytotoxicity, % at 10 µM; EC50 in µM for titrated hits. HPDE-C7K KRASV12 cells, Alamar Blue viability, 48 h; higher % means a stronger effect;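 active = compounds whose percent cytotoxicity in the single-dose primary screen, scaled between solvent and toxic-drug controls, exceeds 50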;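 note: 0% = DMSO solvent wells and 100% = doxorubicin-treated wells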
# PMK inhibit: inhibitors of Streptococcus pneumoniae phosphomevalonate kinase. purified PMK, PK/LDH-coupled NADH absorbance 340 nm. 65,000 tested, 0.49% active. inhibition, % at 10 µM;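 active = top-ranked compounds by inhibition in the single 10 µM screen, taking a fixed number of the strongest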;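 note: 0% = full reaction with DMSO carrier and 100% = background rate without enzyme reaction; no value below 0 was filed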
# Bfl-1 inhibitors: Bfl-1 inhibitors, primary screen, biochemical, fluorescence polarization, FITC-Bid, mouse (AID 432) | 64,000 tested, 0.02% active | displacement, % at 20 µM, or IC50 in µM where a hit was titrated | FITC-Bid BH3 peptide fluorescence polarization displacement; higher % means a stronger effect; in the data active = a potency from the dose series; inactive = the rest, 99 in 100 with displacement below about 15%; note: strong numbers were not always called active
# Spn MK inh: S. pneumoniae mevalonate kinase inhibition. purified MK, PK/LDH-coupled NADH absorbance 340 nm. inhibition, % at 10 µM. 65,000 tested, 0.48% active;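 active = ranked among the strongest by inhibition in the single 10 µM screen, a fixed top-ranked set picked for dose follow-up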; note: no value below 0 was filed
# LYP phosphatase: inhibition of human PTPN22 tyrosine phosphatase – biochemical, DiFMUP fluorescence, recombinant catalytic domain, 10 µM, primary screen (AID 606) | recombinant LYP catalytic domain, DiFMUP fluorescence; higher % means a stronger effect | inhibition, % at 10 µM; hits with a dose series show IC50 in µM | 52,000 tested, under 10 active;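 active = IC50 under 40 µM in the dose-response test; inactive = IC50 of 40 µM or more, or never dose-tested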
# HT1080 viability: cytotoxicity in HT1080 fibrosarcoma cells, cell-based, fluorescence readout (AID 620). HT1080 viability, fluorescence; higher % means a stronger effect. cytotoxicity, % at 10 µM; hits with a dose series show EC50 in µM. 87,000 tested, 0.42% active;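 note: cells exposed to compound overnight then 4 h with Alamar Blue; 0% = vehicle DMSO and 100% = killing control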
# Spn DPM-DC inh: inhibitors of Streptococcus pneumoniae diphosphomevalonate decarboxylase; calls only at 10 µM; 65,000 tested, 0.49% active; purified DPM-DC, PK/LDH coupled NADH fluorescence;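 active = the 320 compounds with the highest percent inhibition in the single-dose primary screen, excluding strongly autofluorescent ones, cut at about 32% in these data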;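 note: kinetic rate of NADH fluorescence loss reporting ADP formed by the decarboxylase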
# PMK inhibit pilot replicates: recorded beside PMK inhibit, whose call it bears; inhibition, %; measured here: pilot screen replicates
# Spn MK inh pilot replicates: further read-out of Spn MK inh, marked with its call; inhibition, %; measured here: pilot screen replicates
# Spn DPM-DC inh pilot screen %: second read-out of Spn DPM-DC inh, no call of its own (marks repeat the call); inhibition, %; measured here: pilot screen trials
# Starred values were filed as active, the others as inactive; i = inactive; x = no result given. Cut-off read from the data, not from the text of the source, unless noted: active = cytotoxicity above about 50%; inactive = the rest.
SMILES,HPDE-C7 viability,Alkaline phosphatase,HPDE-C7K KRASV12,PMK inhibit,Bfl-1 inhibitors,Spn MK inh,LYP phosphatase,HT1080 viability,Spn DPM-DC inh,others
NC(=O)C1(N2CCCCC2)CCN(c2ccc3nnc(-c4ccccc4)n3n2)CC1,-8%,8%,-2%,0,-3%,9,-13%,-7%,i,
O=C(CSc1nnc(-c2ccncc2)n1Cc1ccco1)OC1CCCCC1,-1%,-8%,-2%,9,-8%,0,5%,0%,i,
CCOC(=O)c1sc(=S)n(Cc2ccccc2)c1N,6%,15%,-1%,12,-12%,0,-4%,-4%,i,
Cc1c(C(=O)Nc2ccccc2Cl)oc2ccc(S(=O)(=O)N3CCC4(CC3)OCCO4)cc12,22%,7%,9%,9,-4%,1,2%,0%,i,
COC(=O)C1(C(O)C(=O)c2ccc(C)cc2C)CCCCC1 (stereo not given),-23%,10%,-20%,3,-3%,2,5%,6%,i,
CCOC(=O)c1cc(-c2ccc(C)cc2)n(CCC(=O)NCCN(C)C)c1C,-12%,6%,-7%,12,-9%,0,9%,3%,i,
COc1cccc(C2CC(=O)N3CN(c4ccccc4F)CSC3=C2C#N)c1 (stereo not given),-6%,12%,-8%,0,2%,2,2%,-9%,i,
Cc1ccccc1OCCCCCNCCO,3%,7%,-5%,0,-2%,0,x,1%,i,
O=C(CN(Cc1ccccc1Cl)C(=O)Cn1nnc(-c2cccs2)n1)NCC1CCCO1 (stereo not given),4%,10%,1%,6,2%,0,8%,28%,i,
COc1cc(C2NC(=O)NC(O)(C(F)(F)F)C2C(=O)c2ccc(Cl)cc2)ccc1O (stereo not given),-7%,2%,-15%,0,-2%,3,5%,4%,i,
COc1ccc(-c2cc(-c3ccc(F)cc3)nc(N3CCN(C)CC3)n2)cc1,-2%,1%,2%,11,-2%,5,11%,-2%,i,
COc1ccc(NC(=O)N2CCCc3ccccc32)cc1,-2%,14%,6%,3,-8%,3,8%,-6%,i,
CCN(CC)c1ccc(C(=S)N2CCN(c3ccccc3)CC2)cc1,-4%,11%,2%,12,-5%,2,-11%,-3%,i,
CC(=O)Nc1nnc(SCC(=O)NCC2CCCO2)s1 (stereo not given),0%,6%,-4%,4,0%,10,x,0%,i,PMK inhibit pilot replicates=0.0;Spn MK inh pilot replicates=3.5;Spn DPM-DC inh pilot screen %=0.5
Cc1ccc(NCc2nnc(SCC(=O)N(Cc3ccccc3)C(C)(C)C)o2)c(C)c1,9%,5%,13%,12,-3%,7,7%,2%,i,
Cc1nc(NCc2ccccc2)c(C(N)=O)c2c1COC(C)(C)C2,1%,4%,3%,8,4%,1,-14%,-5%,i,
CCOC(=O)Cc1csc(NC(=O)CSc2nnc(C(C)C)n2C)n1,-7%,14%,-9%,14,-3%,0,9%,0%,i,
CCCN1C(=O)C2(C(C(=O)c3ccc(C)o3)=C(O)C(=O)N2CCCN2CCOCC2)c2ccccc21 (stereo not given),-10%,21%,-16%,11,-3%,10,x,1%,i,
CC1CCN(c2ccc(C(=O)O)cc2N)CC1,-20%,12%,-23%,18,4%,10,1%,-10%,i,
CCOC(=O)/C=C1\SCC(=O)N1CC(=O)NC1CCCCC1,-2%,4%,-8%,12,8%,4,12%,1%,i,
CCOc1ccc(C(=O)Nc2ccncc2)cc1,1%,11%,-3%,0,2%,3,7%,-15%,i,
O=c1[nH]c(=O)n([C@H]2C[C@H](O)[C@@H](CO)O2)cc1F,38%,12%,56%*,10,-2%,5,25%,58%*,i,PMK inhibit pilot replicates=1.0;Spn MK inh pilot replicates=1.0;Spn DPM-DC inh pilot screen %=0.0
COc1cc(C(=O)NCc2ccc(-c3nc4ccccc4o3)cc2)cc(OC)c1OC,-13%,6%,2%,0,-2%,4,17%,7%,i,
CC(C)OCCCNC(=O)c1cccs1,-1%,6%,-4%,8,3%,2,-1%,6%,i,
Cn1cccc1C1(C(F)(F)F)NCCNC1=O (stereo not given),5%,6%,2%,13,2%,0,x,8%,i,

# Three consecutive compounds out of the list so far, for reference:
SMILES,HPDE-C7 viability,Alkaline phosphatase,HPDE-C7K KRASV12,PMK inhibit,Bfl-1 inhibitors,Spn MK inh,LYP phosphatase,HT1080 viability,Spn DPM-DC inh,others
COc1cc(C(=O)NCc2ccc(-c3nc4ccccc4o3)cc2)cc(OC)c1OC,-13%,6%,2%,0,-2%,4,17%,7%,i,
CC(C)OCCCNC(=O)c1cccs1,-1%,6%,-4%,8,3%,2,-1%,6%,i,
Cn1cccc1C1(C(F)(F)F)NCCNC1=O (stereo not given),5%,6%,2%,13,2%,0,x,8%,i,

# New compounds follow:
SMILES,HPDE-C7 viability,Alkaline phosphatase,HPDE-C7K KRASV12,PMK inhibit,Bfl-1 inhibitors,Spn MK inh,LYP phosphatase,HT1080 viability,Spn DPM-DC inh,others
COc1ccccc1C1/C(=C(/O)c2cnn(-c3ccccc3)c2C)C(=O)C(=O)N1CCN(C)C (stereo not given),-12%,7%,-12%,2,0%,12,6%,11%,i,
CC(=O)c1cccc(NC(=O)N2CCCC2C(=O)NCc2ccc(F)cc2)c1 (stereo not given),3%,9%,3%,16,0%,0,3%,-6%,i,
CC(C)n1ncc(C(N)=O)c1N,-11%,5%,-5%,13,-7%,0,-11%,5%,i,
CCc1nnc(NC(=O)CSc2nnc(-c3ccco3)n2C)s1,-3%,4%,2%,16,-12%,8,17%,-4%,i,
CC1CCN(c2nc(-c3ccco3)c3c(c2C#N)CC(C)(C)OC3)CC1,-14%,4%,-19%,15,39%,7,-3%,-10%,x,
Cn1c(=N)c(S(=O)(=O)c2ccccc2)cc2c(=O)n3ccccc3nc21,7%,7%,18%,13,12%,3,9%,19%,x,PMK inhibit pilot replicates=1.0;Spn MK inh pilot replicates=2.5
CC12CCC(C(=O)N3CCN(C(=O)C45CCC(C)(C(=O)O4)C5(C)C)CC3)(OC1=O)C2(C)C,-1%,5%,4%,10,-1%,4,x,0%,i,PMK inhibit pilot replicates=0.0;Spn MK inh pilot replicates=0.0;Spn DPM-DC inh pilot screen %=0.0
O=S(=O)(N1CCOCC1)n1c(Cc2ccccc2)nc2ccccc21,-4%,12%,-10%,6,3%,0,10%,-2%,i,
CCCCSc1nc(C)c(CC(=O)O)c(=O)[nH]1,-19%,7%,-4%,3,-9%,16,-2%,-3%,i,
c1ccc(-c2nc(N3CCN(c4ccccc4)CC3)nc(-n3ccnc3)n2)cc1,43%,7%,31%,15,-1%,2,2%,-26%,i,
CN(C)c1ccnc2sc(C(=O)NCc3ccccc3)c(N)c12,x,8%,x,12,-3%,6,12%,12%,i,
c1ccc(-c2cc(-c3nn4c(-c5ccco5)nnc4s3)c3ccccc3n2)cc1,37%,12%,51%*,4,9%,6,18%,-2%,i,
CCOc1ccc(-n2c(Cc3ccccc3)nnc2SCc2c(C)noc2C)cc1,5%,7%,-8%,8,-3%,0,6%,-7%,i,
CCOc1ccccc1CNS(=O)(=O)c1ccc2[nH]c(=O)sc2c1,2%,12%,5%,9,-9%,0,4%,-7%,i,
COC(=O)c1[nH]c2cccc(Cl)c2c1NC(=O)CN1CCCCC1C (stereo not given),x,11%,x,11,-7%,3,x,-11%,i,
COC(=O)CSc1nnc(CNC(=O)Cc2ccccc2)n1C,-3%,4%,0%,13,-5%,8,0%,-5%,i,
Cc1ccc(S(=O)(=O)N2CCCCC2)cc1C(=O)Nc1ccc2cn[nH]c2c1,4%,3%,-2%,11,6%,0,8%,2%,i,
Fc1ccc(-c2cc3nc4c(c(N5CCOCC5)n3n2)CCCC4)cc1,11%,14%,8%,3,6%,6,3%,-16%,i,
CC1CCc2c(sc(NC(=O)c3noc4c3CCCC4)c2C(N)=O)C1 (stereo not given),-4%,14%,-2%,0,-4%,6,8%,11%,x,
O=C(Nc1ccccc1F)N(CCCN1CCOCC1)Cc1cc2cc3c(cc2[nH]c1=O)OCCO3,2%,12%,1%,3,-5%,15,6%,2%,i,
CCOC(=O)N1CCC(NC(=O)Cn2ncc3ccccc32)CC1,-1%,9%,6%,4,-8%,8,7%,3%,i,
Cc1ccc2c(c1)nnn2C1CCN(C(=O)NC23CC4CC(CC(C4)C2)C3)CC1,0%,10%,-5%,6,1%,0,-9%,0%,i,PMK inhibit pilot replicates=1.5;Spn MK inh pilot replicates=0.0;Spn DPM-DC inh pilot screen %=2.5
COc1cc(OC)cc(-n2nnnc2SCC(=O)N2CCCc3ccccc32)c1,-6%,7%,-2%,0,-7%,2,9%,-14%,i,
O=c1c(-c2ccccc2)[n+]([O-])c2ccccc2n1O,-24%,13%,-22%,8,-3%,5,x,-5%,i,
COC(=O)CSc1nc(N)c2c3c(sc2n1)CCCC3,14%,10%,18%,6,-4%,0,4%,-23%,i,

# Further compounds follow:
SMILES,HPDE-C7 viability,Alkaline phosphatase,HPDE-C7K KRASV12,PMK inhibit,Bfl-1 inhibitors,Spn MK inh,LYP phosphatase,HT1080 viability,Spn DPM-DC inh,others
Cc1cc(=O)n2[nH]cnc2n1,3%,8%,10%,0,-6%,9,-4%,5%,i,
OC(CN(c1ccccc1)c1ccccc1)Cn1cnc2ccccc21 (stereo not given),20%,14%,33%,0,-9%,8,17%,-3%,i,
O=C(C1CC1)N1CCN=C1SCc1ccccc1,-9%,-2%,-8%,4,-6%,0,7%,-4%,i,
O=C(Nc1cccc(O)c1)c1cc(S(=O)(=O)N2CCCC2)ccc1Cl,x,4%,x,19,-3%,4,x,3%,i,
O=C(Cc1cccs1)NCc1cn2ccccc2n1,3%,7%,12%,0,-1%,37,5%,0%,i,
CC(=O)c1cc(CN2C(=O)CCC2=O)cs1,0%,-6%,2%,0,-5%,0,8%,6%,i,
O=C1Nc2ccccc2OC1CC(=O)N1CCN(c2cccc(C(F)(F)F)c2)CC1 (stereo not given),-9%,3%,-3%,13,0%,12,3%,1%,i,
COc1ccc(C)cc1NC(=O)CSc1nnc(COc2ccc(C)cc2)n1Cc1ccco1,18%,7%,12%,7,-2%,0,11%,3%,i,
O=S(=O)(c1ccc(F)cc1)N1CCN(c2ncnc3c2cnn3-c2ccccc2)CC1,0%,-2%,-6%,13,2%,0,x,-6%,i,
CCOC(=O)C1(C(F)(F)F)N=C(c2cccnc2)OC(N2CCOCC2)=N1 (stereo not given),-17%,10%,-21%,5,-4%,8,10%,4%,i,
COc1cc(NC(=O)C(F)(F)F)cc(OC)c1,15%,8%,12%,4,3%,6,-2%,3%,i,
COC(=O)CSc1nnnn1-c1cccc2ccccc12,4%,9%,-1%,4,-5%,5,-4%,-16%,i,

# 3 structures from above, arranged by number of heavy atoms, lowest first:
SMILES,HPDE-C7 viability,Alkaline phosphatase,HPDE-C7K KRASV12,PMK inhibit,Bfl-1 inhibitors,Spn MK inh,LYP phosphatase,HT1080 viability,Spn DPM-DC inh,others
Cc1cc(=O)n2[nH]cnc2n1,3%,8%,10%,0,-6%,9,-4%,5%,i,
CCOC(=O)N1CCC(NC(=O)Cn2ncc3ccccc32)CC1,-1%,9%,6%,4,-8%,8,7%,3%,i,
Cc1ccc(NCc2nnc(SCC(=O)N(Cc3ccccc3)C(C)(C)C)o2)c(C)c1,9%,5%,13%,12,-3%,7,7%,2%,i,
